GSK3A inh: blocks human GSK-3 alpha kinase; P49840; inhibition, % at 10 µM; hit rate 0.1% among 320,000; ADP-Glo luminescence, 60 min;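 in the data active means inhibition above about 50%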;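 further: GST-tagged GSK-3 alpha with peptide substrate and 25 µM ATP; 0% = DMSO neutral wells and 100% = GW8510 positive control wells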
Target sequence (P49840 whole entry, looked up): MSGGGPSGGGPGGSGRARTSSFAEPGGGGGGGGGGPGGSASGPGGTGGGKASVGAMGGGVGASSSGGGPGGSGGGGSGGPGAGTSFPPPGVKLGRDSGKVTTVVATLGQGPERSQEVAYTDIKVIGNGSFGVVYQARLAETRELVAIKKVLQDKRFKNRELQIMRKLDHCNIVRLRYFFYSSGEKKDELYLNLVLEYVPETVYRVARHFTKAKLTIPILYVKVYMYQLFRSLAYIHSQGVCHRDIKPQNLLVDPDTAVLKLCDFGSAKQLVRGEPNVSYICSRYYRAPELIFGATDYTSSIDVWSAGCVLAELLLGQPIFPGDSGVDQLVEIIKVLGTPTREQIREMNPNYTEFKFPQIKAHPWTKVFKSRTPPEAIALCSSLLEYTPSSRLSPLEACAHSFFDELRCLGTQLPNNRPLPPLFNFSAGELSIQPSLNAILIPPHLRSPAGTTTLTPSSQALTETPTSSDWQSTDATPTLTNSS
IEC-6 tox: kills IEC-6 intestinal cells in KLF5 counter-screen. IEC-6 cytotoxicity, luminescence viability. inhibition, % at 5 µM. hit rate 0.78% among 290,000. AID 1825; in the data active means inhibition above about 22%;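 further: 0% = plate median of test compound wells and 100% = cytotoxic reference compound wells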
AI-2 QS mod: modulates the Vibrio harveyi AI-2 quorum sensing system. Vibrio harveyi JMH597 AI-2 luminescence/OD600 ratio, 9 h; hits give low values; strain lacks LuxN and CqsS sensors; 0 = neutral-control median. activity change, % at 7.5 µM. hit rate 0.4% among 300,000. AID 2094; in the data active means activity change below about -75%, passing the limit was not always enough;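 further: luminescence divided by OD600 gain over 9 h not by final OD600 alone; inactives centre near 13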
GSK3B inh: inhibitors of human GSK3beta kinase; P49841; GST-GSK3beta kinase, ADP-Glo luminescence, 60 min; hits give low values; activity score (negative = inhibition), % at 10 µM; hit rate 0.038% among 300,000; AID 2097;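 active means more than half of replicate wells score below -50%, meaning over 50% inhibition versus plate controls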;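 further: 0% = median DMSO wells and -100% = median GW8510 positive control wells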
Target sequence (P49841 whole entry, looked up): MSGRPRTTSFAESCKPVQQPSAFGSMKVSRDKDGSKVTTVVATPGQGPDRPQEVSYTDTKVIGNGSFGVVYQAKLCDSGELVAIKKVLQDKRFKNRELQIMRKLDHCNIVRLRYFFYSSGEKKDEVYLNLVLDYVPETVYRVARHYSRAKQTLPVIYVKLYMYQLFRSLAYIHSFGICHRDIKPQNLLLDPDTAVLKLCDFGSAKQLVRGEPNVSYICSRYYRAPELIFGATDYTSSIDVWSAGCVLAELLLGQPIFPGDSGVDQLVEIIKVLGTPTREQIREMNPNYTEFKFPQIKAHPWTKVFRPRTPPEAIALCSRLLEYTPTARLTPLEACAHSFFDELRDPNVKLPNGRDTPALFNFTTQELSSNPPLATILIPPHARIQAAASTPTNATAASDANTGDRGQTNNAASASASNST
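Test system: GST-tagged human GSK3beta kinase, cell-free; evaluation: activity score scaled between in-plate DMSO and GW8510 controls; measured by: ADP-Glo luminescence; incubation: 60 min reaction, RT; benchmarks: DMSO and 20 µM GW8510; reagent: peptide substrate plus 25 µM ATP (final); medium: Tris/MgCl2 kinase buffer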
PolyA inhibitor: inhibitors of polyadenylation in S. cerevisiae. calls only at 12 µM. S. cerevisiae SKY197-pL101 polyadenylation reporter, beta-gal luminescence; efflux-impaired pdr1/pdr3 knockout yeast; score 100 = 6 SD above DMSO. AID 1875. hit rate 0.02% among 300,000;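 active means lowest replicate activity score at least 50, where 100 means six control SD above control mean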;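 further: yeast exposed to compound for 9 h at 30 °C; higher score means more reporter readthrough which indicates perturbed polyadenylation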
HSF1 inhib: HSF1 inhibition. NIH3T3-HGL HSE-luciferase, MG132-induced, luminescence 8 h; hits give low values. activity change, negative = inhibition, % at 7.5 µM (by protocol). hit rate 0.77% among 300,000. AID 2098;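 active means more than half of replicate wells show activity change below -50%, luminescence cut by over half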;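 further: luciferase reports HSF-1 transcriptional activity via heat shock element; 0% = median of DMSO wells and -100% = zero luminescence signal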
aSyn UTR inh: 5' untranslated region of α-synuclein, MLPCN primary screen. hit rate 0.82% among 300,000. alpha-synuclein 5'UTR reporter, inhibitor activity. inhibition, % (tested at 7.5 µM). AID 1813; in the data active means inhibition above about 60%;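 further: H4 neuroglioblastoma cells stably carrying SNCA 5'UTR luciferase fusion; 0% = DMSO wells and 100% = positive control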
HSP90 refold inh: HSP90 refolding inhibition in rabbit reticulocyte lysate. luciferase refolding luminescence, 3 h. inhibition, % at 5.6 µM. hit rate 0.91% among 290,000;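 active means inhibition above the screen-wide mean plus 3 SD, computed separately per campaign, cut at about 16% in these data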;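 further: 0% = DMSO wells and 100% = 60 µM geldanamycin wells; inhibitors lower the luminescence because luciferase stays unfolded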
KLF5 inhibitor: kruppel-like factor 5 inhibition. AID 1700. inhibition, % at 5 µM. DLD-1 KLF5 promoter-luciferase reporter, luminescence. hit rate 0.23% among 290,000;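 active means inhibition above a per-plate limit of that plate's mean compound inhibition plus 3 SD, cut at about 60% in these data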;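 further: 0% = DMSO wells and 100% = LY294002 at 200 µM; higher means less KLF5 promoter-driven luciferase light; inactives centre near -14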
HSF-1 act: increases HSF-1 driven luciferase reporter signal; NIH3T3-HGL HSF-1 luciferase reporter, MG132, 8 h; 100% = twice DMSO control signal; activation, % at 9 µM; AID 504408; hit rate 1.7% among 300,000;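 active means mean replicate activation of at least 50% with a set share of replicates each reaching 50%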;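 further: 0% = median of the neutral control wells and 100% = twice that signal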
Active calls of the source: *; i = inactive; . = no result given; & = joins results of further samples. These rows are one share of the data. The share of hits here may be higher or lower than overall.

SMILES	GSK3A inh	IEC-6 tox	AI-2 QS mod	GSK3B inh	PolyA inhibitor	HSF1 inhib	aSyn UTR inh	HSP90 refold inh	KLF5 inhibitor	HSF-1 act
CN(CC(=O)NCc1cccnc1)S(=O)(=O)c1ccc2c(c1)c(=O)n(C)c(=O)n2C	0	0	8	4	i	-86*	12	-1	-6	-89
Cc1cc(=O)[nH]c(SCc2cc(Cl)ccc2OC(F)F)n1	0	2	17	3	i	1	5	-2	-22	12
O=c1[nH]cnc2c1ncn2Cc1ccc([N+](=O)[O-])cc1	-3	0	4	0	i	-2	0	6	-26	21
Cc1cccc(NC(=O)COC(=O)c2ccccc2SCC(=O)N2CCCC2)c1	-2	-2	22	-2	i	8	2	2	-21	5
Oc1cccc(Nc2ncnc3ccccc23)c1	9	7	15	0	i	-4	-25	-1	-22	-1
O=S(=O)(Nc1ccc(S(=O)(=O)N2CCCCCC2)cc1)c1cccs1	-4	0	17	0	i	-9	-5	0	-29	-6
Cc1cc[n+](CC(=O)Nc2ccccc2)cc1	0	1	13	-2	i	-5	3	0	-10	-16
COc1ccc(CNc2ccc(C)c(C)c2)cc1	-1	1	-12	-1	i	-2	-72	-4	-58	16
NC(=O)c1ccccc1OCC(=O)Nc1ccc(Cl)c(Cl)c1	0	5	10	3	i	50	-42	4	-145	91*
COc1cccc(C(=O)N2CCN=C2SC)c1	0	-6	23	-3	i	-5	4	4	-3	-1
CCc1ccc(NC(=O)Cn2c3[n+](c4c(F)c(F)ccc42)CCCCC3)cc1	-1	-3	31	-2	i	-4	-15	-1	-23	-3
Cc1ccc(/C=N/n2c(=O)c(C(C)(C)C)nn3cnnc23)cc1	-4	0	11	1	i	-5	22	4	-1	-4
CC(C)C(NC(=O)C1CCC(C(C)(C)C)CC1)C(=O)NCCCN1CCCCC1 (centres undefined)	2	-2	32	0	i	-4	2	0	-2	1
Cc1ccc2c(c1)nc(-n1nc(C)cc1C)c1nnnn12	3	-13	14	-2	i	-9	30	-1	-37	-28
Cc1ccc(OCc2nnc(SCc3cc(=O)[nH]c4ccccc34)o2)cc1	-3	5	18	0	i	-8	7	-1	-34	-1
CSC1=N/C(=C\c2c(F)cccc2Cl)C(=O)S1	-3	4	14	-4	i	-10	21	2	-11	1
CC(=O)Nc1cccc(NC(=O)C2CCCN2C(=O)Nc2cccc(F)c2)c1 (centres undefined)	-1	-2	20	2	i	4	5	-2	-15	-7
COc1ccc(S(=O)(=O)N2CCOC2CNC(=O)C(=O)NCCN2CCOCC2)cc1OC (centres undefined)	0	-2	20	-3	i	7	-12	-8	-25	1
CCOc1cc(NC(=O)C(C)C)c(OCC)cc1NC(=O)Nc1ccccc1	-1	0	-2	1	.	-8	5	-5	-13	-12
COC(CNC(=O)c1ccc(CS(=O)(=O)c2ccc(C)cc2)o1)OC	-1	0	2	2	i	-1	12	0	-9	-9
O=C(Nc1nc(-c2ccccc2)cs1)C1CCCN(S(=O)(=O)c2ccccc2)C1 (centres undefined)	.	2	7	-1	i	6	17	5	-8	10
COc1ccccc1OCCc1nnc(N)s1	.	1	28	-2	i	5	13	5	11	-1
CCCc1cc(C(=O)NCc2cccs2)no1	0	-1	31	-1	.	9	-141	2	-57	-8
Clc1ccc(Cc2noc(CN3CCN(c4ccccc4)CC3)n2)c(Cl)c1	3	2	27	-3	i	3	5	3	-3	16
COc1cccc(/C=C2/SC(=S)N(CC(=O)NNC(=O)c3ccccc3OC)C2=O)c1	1	4	0	0	i	0	20	9	19	8
Cc1c(N=Cc2ccc(O)c(Br)c2)cccc1[N+](=O)[O-]	0	-9	19	1	i	-5	-15	-3	-9	-13
Clc1ccc(-c2noc(CCCOc3ccccc3)n2)cc1	-4	5	18	3	i	0	2	2	15	7
COc1cccc(C(=O)N(Cc2cc3cc(C)ccc3[nH]c2=O)CC2CCCO2)c1 (centres undefined)	1	0	10	0	i	4	25	-5	-16	34
CCOC(=O)C1(Cc2cccc(OC)c2)CCN(Cc2cnc(N)nc2)CC1	1	-5	30	-2	i	0	-14	-3	-20	7
Cn1ncc(Br)c1C(=O)N1CCCCCC1	-1	-3	19	1	i	-12	0	-5	-10	-7
O=C(O)c1cncc(SCc2ccccc2)n1	-1	.	21	2	i	-12	2	.	.	-9
CN(C)/C=N/C(=S)Nc1ccc(Br)cc1F	.	2	18	0	i	9	-108	-3	-68	27
O=C(O)c1ccc(CSc2nnc(Cc3ccccc3)o2)cc1	-3	-5	60	1	i	6	19	1	-7	16
OCCC1CN(Cc2cccn2-c2ccccn2)CCN1C1CCCCC1 (centres undefined)	-4	2	20	-2	i	-12	15	2	-2	5
N/C(Cn1cncn1)=N\NC(=O)C(=O)Nc1ccccc1	-2	-1	34	-2	i	3	-4	0	-2	6
CC1(C)Cc2ccccc2C(/C(=N/O)C(N)=O)=N1	0	2	3	-2	i	.	8	1	-16	.
O=C(NCCC1CCCCN1S(=O)(=O)c1ccc(F)cc1)C(=O)NC1CCCC1 (centres undefined)	.	.	9	10	i	-4	2	.	.	1
Cc1sc(NC(=O)CN(Cc2ccccc2)C(=O)C2CC2)c(C(N)=O)c1C	-3	-2	1	0	i	-2	-15	3	-11	-4
Cc1cc(C(=O)COC(=O)Cc2n[nH]c(=O)c3ccccc23)c(C)n1-c1ccc2c(c1)OCO2	0	-4	16	2	i	-10	-43	-1	17	-1
CCOC(=O)C1CCN(c2ncnc3c2oc2ccc(Br)cc23)CC1	-1	0	26	1	i	0	-41	2	-25	-17

2 of these compounds, set out differently:
structure: Cc1ccc(/C=N/n2c(=O)c(C(C)(C)C)nn3cnnc23)cc1
  GSK3A inh = -4 | IEC-6 tox = 0 | AI-2 QS mod = 11 | GSK3B inh = 1 | PolyA inhibitor = i | HSF1 inhib = -5 | aSyn UTR inh = 22 | HSP90 refold inh = 4 | KLF5 inhibitor = -1 | HSF-1 act = -4
structure: CC(C)C(NC(=O)C1CCC(C(C)(C)C)CC1)C(=O)NCCCN1CCCCC1 (centres undefined)
  GSK3A inh = 2 | IEC-6 tox = -2 | AI-2 QS mod = 32 | GSK3B inh = 0 | PolyA inhibitor = i | HSF1 inhib = -4 | aSyn UTR inh = 2 | HSP90 refold inh = 0 | KLF5 inhibitor = -2 | HSF-1 act = 1

(cont.)
SMILES	GSK3A inh	IEC-6 tox	AI-2 QS mod	GSK3B inh	PolyA inhibitor	HSF1 inhib	aSyn UTR inh	HSP90 refold inh	KLF5 inhibitor	HSF-1 act
CCCNC(=O)c1ccccc1NC(=O)c1ccc2c(c1)NC(=O)C(C)S2 (centres undefined)	-1	42*	4	-1	i	-2	-96	0	35	10
CCCN1CCN(C(=O)Cn2c(=O)oc3cc(S(=O)(=O)NCc4ccccc4)ccc32)CC1	-3	-8	15	2	i	-5	-14	-7	-14	1
CCN(C(=O)CSc1nc2cc(C(=O)O)ccc2c(=O)n1Cc1ccccc1)c1ccccc1	-1	-1	47	4	i	-5	-11	0	-20	24
COC(=O)C1CCN(C(=O)COC(=O)C2CCN(S(=O)(=O)c3c(Cl)cccc3Cl)CC2)CC1	-1	.	14	1	i	-1	-3	.	.	10
CCOc1ccc(C2c3[nH]c4ccccc4c3CCN2Cc2cccn2-c2ncccn2)cc1 (centres undefined)	-5	0	23	2	i	-7	50	0	-17	4
CCOC(=O)c1c(C)oc2c(F)c(F)c(F)c(F)c2c1=O	-2	3	4	0	i	-7	-85	0	-8	6
Cn1c(CC(=O)Nc2ccccc2)nnc1SCC(=O)Nc1ccc(N2CCOCC2)cc1	0	0	13	2	i	9	-50	-7	-32	11
Cc1ncc([N+](=O)[O-])n1CC(=O)NC1CCCCCC1	-2	0	4	-1	i	-3	8	-3	-28	-4
CC(=O)Nc1cccc(S(C)(=O)=O)c1	1	-5	27	0	i	0	14	-1	-9	-1
COc1cccc(NS(=O)(=O)c2ccc3c(c2)n(C)c(=O)c(=O)n3C)c1	-1	-4	17	2	i	0	19	-2	-40	2
CCOc1ccc(N(CC(=O)Nc2ccc(OC)cc2)C2=NC3CS(=O)(=O)CC3S2)cc1 (centres undefined)	0	-1	18	2	i	-3	-1	0	-24	-13
CCCc1cc(=O)[nH]c(SCC(=O)c2cc(C)n(C3CC3)c2C)n1	4	-2	10	0	i	4	15	1	-21	13
C=CCN1C(=O)S/C(=C/c2ccsc2)C1=O	-1	-5	11	2	i	-3	-21	-3	-40	-19
Cc1ccc(N(CC(=O)N2CCCC2)S(C)(=O)=O)c(C)c1	.	-1	-13	1	i	-8	-12	-2	-37	4
CCOC(=O)NC(=O)COC(=O)CNC(=O)c1ccc(OCC)c(OCC)c1	.	0	24	0	i	-10	8	-3	-10	9
COc1ccccc1CNC(=O)C1CCC(CNc2c(N3CCC(C)CC3)c(=O)c2=O)CC1 (centres undefined)	-4	-8	47	-3	i	6	9	1	-5	0
CC(C)c1ccc(N(CC(=O)NCc2ccc(F)cc2)C(=O)c2csnn2)cc1	-3	6	20	0	i	11	-59	-1	-29	15
O=[N+]([O-])c1ccc(C(=S)N2CCN(Cc3ccccc3)CC2)cc1	-2	-7	-19	-5	i	0	-1	-3	4	-8
O=C(NCC(=O)N(c1ccccc1)C(C(=O)NC1CCCCC1)c1cccnc1)c1cccs1 (centres undefined)	1	-3	1	1	i	8	10	2	4	20
CCN1C(=O)c2ccccc2S(=O)c2ccc(C(=O)N3CCN(C(=O)c4ccco4)CC3)cc21 (centres undefined)	-1	-4	9	2	i	-2	26	-2	-11	-8
CC(C)(C)n1nnnc1C(c1cccs1)N(Cc1cccnc1)Cc1ccco1 (centres undefined)	0	-3	24	-1	i	-1	3	1	-26	-15
Cc1ccc(C(=O)Nc2cccc(C(=O)O)c2)cc1S(=O)(=O)N1CCCCC1	0	-1	.	.	.	.	.	2	-135	.
Cc1ccc(NC(=O)Cn2cc(C(F)(F)F)cc(Cl)c2=O)cc1Cl	0	-1	27	0	i	-4	12	4	-7	2
O=C(NCc1ccco1)c1cc2n(n1)C(C(F)(F)F)CC(c1ccc(F)cc1)N2 (centres undefined)	0	-3	6	-2	i	5	20	2	-10	-14
COC(=O)c1cc([N+](=O)[O-])c(-n2cncn2)c([N+](=O)[O-])c1	.	-6	2	-1	i	-5	-28	3	-77	7
CCc1ccc(OCCNC(=O)c2ccco2)cc1	-2	2	-65	0	i	9	-27	1	-51	6
COc1ccccc1OCC(O)CN1CCN(CC(=O)Nc2c(C)cccc2C)CC1 (centres undefined)	0&4	.	17	3	i	-4	4	.	.	-13
O=S(=O)(Nc1ccccn1)c1cccc(S(=O)(=O)c2ccc(Br)cc2)c1	-3	0	29	-1	i	-9	7	-2	-11	-2
CCc1ccc(S(=O)(=O)N/N=C(/C)c2ccncc2)cc1	-3	1	22	3	i	3	-2	2	-17	13
O=C(NN=C1CCCCC1)c1ccccc1OCc1ccc(F)cc1	1	5	17	1	i	11	0	-1	5	7
CC1(C)NC(=O)N(CCCCOc2ccc(Br)cc2Cl)C1=O	1	1	33	0	i	24	12	4	-23	44
COc1ccc(C(=O)NCC(=O)OCC(=O)c2ccc(Cl)cc2)cc1OC	13	2	8	5	i	1	12	0	-8	7
